Source: PubChem BioAssay
HUVEC tox IL1B: toxic to HUVEC cells under IL-1B stimulation. HUVEC cell count loss, Hoechst imaging, IL-1B stimulated. cell count reduction, % at 2 µM. 0.41% of 94,000 active;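 active = cell count reduction more than 3 SD above the screen-wide mean, cut at about 70% in these data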;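 note: normalized per plate to untreated control cells as the no-loss baseline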
DAT uptake mod: changed human dopamine transporter uptake under cocaine IC80 | Q01959 | LLC-PK1 hDAT cells, [14C]-dopamine uptake with cocaine IC80; actives deviate in either direction | B-score at 10 µM | 1.3% of 110,000 active;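 active = Z score or B-score, a plate-position-corrected score, falls beyond the plate's 99.7% confidence bounds, in either direction; inactive = both scores lie inside the 99.7% bounds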;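 note: scored against the spread of the other compound wells on the same plate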
Target sequence (Q01959 whole entry, looked up): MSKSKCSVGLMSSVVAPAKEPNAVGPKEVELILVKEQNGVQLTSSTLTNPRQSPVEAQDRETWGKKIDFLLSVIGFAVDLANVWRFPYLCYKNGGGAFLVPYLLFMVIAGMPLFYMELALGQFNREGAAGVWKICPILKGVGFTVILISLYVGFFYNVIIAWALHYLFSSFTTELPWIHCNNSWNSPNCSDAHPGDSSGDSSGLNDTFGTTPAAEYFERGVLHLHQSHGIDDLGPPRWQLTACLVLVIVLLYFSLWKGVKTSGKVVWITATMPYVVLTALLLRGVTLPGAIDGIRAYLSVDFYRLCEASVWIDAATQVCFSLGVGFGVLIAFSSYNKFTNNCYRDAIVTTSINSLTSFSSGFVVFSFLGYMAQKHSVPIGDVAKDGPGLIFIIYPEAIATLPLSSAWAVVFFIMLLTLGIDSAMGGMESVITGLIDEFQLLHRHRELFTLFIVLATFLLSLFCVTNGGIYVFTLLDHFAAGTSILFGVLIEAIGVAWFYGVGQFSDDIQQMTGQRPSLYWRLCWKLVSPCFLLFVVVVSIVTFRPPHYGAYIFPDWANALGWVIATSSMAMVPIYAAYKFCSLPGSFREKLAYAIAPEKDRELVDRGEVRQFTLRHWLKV
MT1-MMP txn act: MT1-MMP promoter transcription activation; 0.16% of 86,000 active; HT1080 MT1-MMP promoter luciferase reporter, luminescence, overnight; hits give high values; activation factor at 10 µM;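 active = activation factor of at least 2 for MT1-MMP transcription at 10 µM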
Smad3 FoxH1 inh: blocks human Smad3 binding to FoxH1 peptide; inhibition, % at 25 µM; AID 630; 0.29% of 88,000 active; TR-FRET Smad3/Dy647-FoxH1 peptide binding, europium anti-His; P84022;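 active = compounds that reduce the energy-transfer binding signal between the protein and its labelled peptide by more than half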;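 note: 0% = Smad3 plus labelled peptide maximal FRET and 100% = peptide-only background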
Target sequence (P84022 whole entry, looked up): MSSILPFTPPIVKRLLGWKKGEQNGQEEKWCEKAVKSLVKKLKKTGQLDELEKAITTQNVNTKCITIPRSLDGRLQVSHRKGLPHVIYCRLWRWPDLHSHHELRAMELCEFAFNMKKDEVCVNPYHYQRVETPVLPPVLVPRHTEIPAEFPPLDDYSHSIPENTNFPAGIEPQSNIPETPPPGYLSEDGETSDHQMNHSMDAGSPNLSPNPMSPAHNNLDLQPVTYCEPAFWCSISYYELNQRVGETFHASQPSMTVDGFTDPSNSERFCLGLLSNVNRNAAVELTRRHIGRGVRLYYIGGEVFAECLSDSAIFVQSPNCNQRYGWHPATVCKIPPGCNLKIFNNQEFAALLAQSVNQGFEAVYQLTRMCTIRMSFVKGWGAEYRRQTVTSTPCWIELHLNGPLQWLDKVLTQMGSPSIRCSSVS
HUVEC tox TNFa: toxic to HUVEC cells under TNF alpha stimulation. HUVEC TNFalpha-stimulated, Hoechst cell count, imaging. 0.17% of 93,000 active. cell count reduction, % at 2 µM;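 active = cell count reduction exceeding the screen mean by over 5 SD, scaled to untreated wells per plate, cut at about 78% in these data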;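 note: cells counted after 24 h of TNF alpha exposure following the 1 h pretreatment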
LYP inh 2: LYP (human) phosphatase inhibition; recombinant LYP catalytic domain, DiFMUP fluorescence; inhibition, % at 2 µM; 0.21% of 96,000 active;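 active = inhibition at 2 µM at or above a set limit, the screen mean plus 3 SD, cut at about 24% in these data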;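 note: 0% = DMSO with enzyme and 100% = enzyme fully blocked by orthovanadate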
VCAM1 TNFa inh: reduces TNF alpha induced VCAM1 expression in HUVEC; HUVEC TNFa-induced VCAM-1 immunofluorescence, high-content imaging; inhibition, % at 2 µM; 0.48% of 95,000 active; AID 802;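 active = inhibition above the batch mean plus 3 SD, with images confirmed as a hit by eye, cut at about 37% in these data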;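 note: 0% = TNF-stimulated DMSO wells and 100% = unstimulated control wells; not every result past the cut was called active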
Candida biofilm: kills Candida albicans biofilms | C. albicans biofilm + clotrimazole, Alamar Blue | inhibition, % at 6 µM | 0.14% of 85,000 active | AID 834;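 active = inhibition above 20%; inactive = inhibition below 20%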;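 note: preformed 24 hr biofilms exposed to compound for 48 hr; 0% = biofilm without compound and 100% = blank killed by clotrimazole plus chlorhexidine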
F-actin modifier: alters cytoskeleton assembly in HUVEC cells; AID 836; HUVEC TNFa F-actin phalloidin imaging, high content; 0.18% of 91,000 active; inhibition, % at 2 µM;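 active = inhibition above the batch mean plus 3 SD and confirmed as a hit by visual image inspection, cut at about 30% in these data, passing the limit was not always enough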; note: strong numbers were not always called active
Numbers without * were called inactive; x = not tested or not shown; [ ] = remark or other dose. Only part of the results is shown; count on the stated rates, not on these rows.

SMILES	HUVEC tox IL1B	DAT uptake mod	MT1-MMP txn act	Smad3 FoxH1 inh	HUVEC tox TNFa	LYP inh 2	VCAM1 TNFa inh	Candida biofilm	F-actin modifier
Cn1c(SCC(=O)Nc2nc3c(s2)CCCC3)nnc1-c1ccccc1	8	1.4	1.1	0	2	-7	7	3	-7
Cc1cc(C)c2c(C)c(C(=O)NCc3ccncc3)oc2c1	-48	-0.97	0.9	-2	-10	0	14	5	17
CCc1ccccc1NC(=O)c1nnn(CC(=O)Nc2ccccc2C)c1N	-18	-1.2	1.1	-5	-18	-4	3	2	-58
O=C1N(c2ccccc2)C2CS(=O)(=O)CC2N1c1ccc(Br)cc1 (stereo unspecified)	-19	0.93	0.9	4	5	11	4	2	0
Cc1ccc(CN2C(=O)CCC2(C)C(=O)NCc2cccnc2)cc1 (stereo unspecified)	-6	-0.32	1.1	22	8	-3	6	6	4
COc1ccc(-c2nc3nc(C)cc(C)n3n2)cc1	-22	-0.35	1.4	2	-23	-8	10	3	13
O=C(NCc1cccs1)C1CC(=O)N(C2CCCC2)C1 (stereo unspecified)	-11	-0.015	1.1	-10[fluorescence artefact?]	-10	3	9	x	19
Cc1n[nH]c(C)c1S(=O)(=O)N1CCN(C2CCCCC2)CC1	-16	0.33	x	5	-16	-10	4	4	5
O=C(NC1CC2CCCC(C1)N2C(=O)NC1CCCCC1)c1ccc(F)cc1 (stereo unspecified)	-33	-0.1	1.1	3	0	-2	17	-3	-2
COCCn1c(-c2ccccc2)cnc1N	-10	-1.4	1.3	3	-16	-2	0	2	20
CC(C)NC(=O)Nc1cccs1	-187	0.41	1	-3	-6	6	20	10	-4
CCOC(=O)c1cc2sc(C)cc2n1CC(=O)N1CCN(C(=O)c2ccco2)CC1	-7	1.2	1.2	1	-6	9	-22	3	-16
COc1ccc(OC)c(S(=O)(=O)Nc2cnc3ccccc3c2)c1	7	0.48	1.2	-3	x	14	x	x	x
COC(=O)C1C(c2ccc(Cl)cc2)NC(c2ccc(Cl)cc2)C(C(=O)OC)S1(=O)=O (stereo unspecified)	x	-0.35	1	0	-8	-17	3	7	5
Cc1ccc(OCc2nnc(NC(=O)c3ccco3)s2)cc1	7	-1.9	1.1	-3	3	-9	22	4	10
Cc1ccc(-c2nnn(CC(=O)N(CC(=O)NC(C)C)c3cnc4ccccc4c3)n2)o1	x	0.41	1.3	12	x	1	x	1	x
N#CC(C#N)C(c1ccsc1)c1c(-c2ccccc2)[nH][nH]c1=O (stereo unspecified)	13	-1.1	1.1	21[fluorescence artefact?]	18	-1	-5	3	-27
Cc1cc(NC(=O)c2cnn3cccnc23)no1	-52	0.28	1.7	7	0	2	-3	5	8
Cc1cc(=O)n2nc(N3CCC(C(=O)N4CCN(Cc5ccccc5)CC4)CC3)sc2n1	-53	1.1	1	2	-42	-5	10	0	16
COc1cccc(C(=O)OCC(=O)Nc2ccccc2N2CCOCC2)c1	14	x	1.1	14	-13	8	9	4	-49
Cc1ccc(-c2ccc(=O)n(CCC(=O)NCCN3CCCCC3C)n2)cc1 (stereo unspecified)	-16	-0.64	1.1	2	-9	-5	15	2	-4
Cc1sc2nc(SCC(=O)N(C)C)[nH]c(=O)c2c1C	44	0.42	1.3	-6	-5	-5	8	-3	8
CCC(C)Oc1cccc(OCCCCN2C(=O)NC(C)(C)C2=O)c1 (stereo unspecified)	-4	-0.6	1	7	x	6	x	5	100*
C=CCCC(=O)Nc1nc(C)c(-c2csc(Nc3ccc(Cl)cc3)n2)s1	12	0.92	x	x	-23	16	0	x	6
Cc1nc(-c2cccnc2)sc1C(=O)Nc1ccc(F)cc1F	-18	-0.31	x	x	-21	-11	5	x	-19
(listing goes on)
SMILES	HUVEC tox IL1B	DAT uptake mod	MT1-MMP txn act	Smad3 FoxH1 inh	HUVEC tox TNFa	LYP inh 2	VCAM1 TNFa inh	Candida biofilm	F-actin modifier
COC(=O)c1cn(NC(=O)c2cc(OC)cc(OC)c2)c(=O)c2ccccc12	-5	0.028	1.1	-2	-6	8	18	5	-8
COc1ccccc1NC(=O)C1CCCCN1S(=O)(=O)c1ccc(F)cc1 (stereo unspecified)	-39	-0.47	1.2	4	-37	-9	21	3	-5
CC(=O)N1c2ccccc2C(C)(C)C2CCC(C)CC21 (stereo unspecified)	-11	-0.47	1.1	-18	x	5	-23	-3	-2
C=CCSc1nnnn1-c1ccc(OC)cc1	5	-0.034	1.1	12	1	15	6	2	-8
O=C(NCCN1C(=O)C2C3C=CC(C3)C2C1=O)Nc1ccccc1 (stereo unspecified)	x	-0.41	1.1	5[fluorescence artefact?]	x	x	x	1	x
CCCCCCOc1ccc(OC(=O)c2ccncc2)cc1	-24	-1.1	1.3	6	-6	-3	-18	-1	-14
Cc1ccc(S(=O)(=O)c2nc(-c3cccs3)oc2SCC(N)=O)cc1	-32	-1.3	1.1	x	-27	5	12	x	11
Cc1cc(NC(=O)CSc2nc3c(c(-c4cccnc4)c2C#N)CCC3)no1	-22	0.44	1	-296[fluorescence artefact?]	-22	10	6	8	-10
CC(C)CCNC(=O)c1nnc(Cc2ccc(Cl)cc2)o1	-2	-0.0059	x	-16	-2	0	-3	5	-10
Cc1cccc(C)c1NC(=O)N1C(C(=O)O)CSC1C(=O)O (stereo unspecified)	-7	2.1	x	x	-14	2	17	x	27
CCOC(=O)c1sc(NC(=O)C2CCCO2)c(C(=O)OC)c1C (stereo unspecified)	5	x	1	-9	-27	-11	-14	2	1
Cc1cc(C)c(S(=O)(=O)N(CC(=O)O)C2CCCCC2)c(C)c1	x	0.1	1	-1	x	x	x	6	x
O=C(Nc1ccccc1)C1CC(=O)N(C2CCCCC2)C1 (stereo unspecified)	11	1.1	1.1	5	9	-1	3	4	2
CCOC(=O)COc1ccc(S(=O)(=O)N2CCc3ccccc3C2)cc1	-12	-0.29	1	-6	-41	-4	9	x	14
CCOC(=O)CSc1nnc2cc(C)c3ccccc3n12	-7	0.028	1.2	-4	-16	0	12	2	1
CCOC(=O)c1sc2ncn(C(C)C(=O)OC)c(=O)c2c1C (stereo unspecified)	16	0.38	1.1	5	0	9	-6	6	-1
COc1cccc(Nc2nnc(SCc3cc([N+](=O)[O-])cc4c3OCOC4)s2)c1	-21	-3.4*	x	x	-5	3	4	x	0
CC(=O)Nc1ccc(N2C(=O)C3C4CC(=O)C(c5ccccc54)C3C2=O)cc1 (stereo unspecified)	-16	-0.68	x	x	-4	9	-3	x	20
Cc1csc(NC(=O)CCN2C(=O)c3ccccc3S2(=O)=O)n1	40	-0.027	1.2	3	0	4	22	6	-5
O=C(Nc1nc(-c2cccs2)cs1)c1ccc(S(=O)(=O)N2CCCCC2)cc1	9	2.5	1.1	-7	-31	1	8	13	2
COC(=O)c1ccccc1NC(=O)CN(c1ccc(OC)cc1)S(C)(=O)=O	15	-0.85	1.3	9[fluorescence artefact?]	-23	4	-2	5	0
CC(=O)N=c1sc2nc3ccccc3nc2n1N(C(C)=O)C(C)=O	x	0.33	1.1	-11	x	x	x	1	x
CCCCc1oc2c(c(=O)c1C)C(=O)CC(c1ccccc1)C2 (stereo unspecified)	-12	0.3	1	-8	3	2	-14	4	-47
Cc1cnc(NC(=O)CSc2nnc(C)s2)s1	15	-0.94	1	-3	5	5	7	-4	-7
O=C(CNC(=O)c1ccco1)NCC(=O)OCc1cccc(C(=O)Oc2ccccc2)c1	-44	2.5	1.1	7	-9	0	14	2	0

Marked active in F-actin modifier (from the list above):
SMILES	DAT uptake mod	MT1-MMP txn act	Smad3 FoxH1 inh	LYP inh 2	VCAM1 TNFa inh	F-actin modifier
CCC(C)Oc1cccc(OCCCCN2C(=O)NC(C)(C)C2=O)c1 (stereo unspecified)	-0.6	1	7	6	x	100*

Random excerpt: 3 entries already listed, in no set order.
SMILES	HUVEC tox IL1B	DAT uptake mod	MT1-MMP txn act	Smad3 FoxH1 inh	HUVEC tox TNFa	LYP inh 2	VCAM1 TNFa inh	Candida biofilm	F-actin modifier
Cc1csc(NC(=O)CCN2C(=O)c3ccccc3S2(=O)=O)n1	40	-0.027	1.2	3	0	4	22	6	-5
COC(=O)c1ccccc1NC(=O)CN(c1ccc(OC)cc1)S(C)(=O)=O	15	-0.85	1.3	9[fluorescence artefact?]	-23	4	-2	5	0
CCCCCCOc1ccc(OC(=O)c2ccncc2)cc1	-24	-1.1	1.3	6	-6	-3	-18	-1	-14

Continued.
SMILES	HUVEC tox IL1B	DAT uptake mod	MT1-MMP txn act	Smad3 FoxH1 inh	HUVEC tox TNFa	LYP inh 2	VCAM1 TNFa inh	Candida biofilm	F-actin modifier
C=CCc1ccc(OCCCCCN2CCOCC2)c(OC)c1	-10	0.024	1	-2	-11	-14	18	3	-2
CC1CCN(c2nc(-c3ccncc3)nc3ccccc23)CC1	0	0.93	1	-10	-18	4	14	-6	20
CCC(C)NC(=O)Cn1c(=O)n(CCCC(=O)NCc2ccccc2Cl)c(=O)c2ccccc21 (stereo unspecified)	-8	-1	1.1	5	-25	4	-1	2	1
N#C/C(=N\Nc1ccccc1Cl)C(=O)c1ccccc1	-33	x	x	x	-12	-2	3	x	-11
O=C(CSc1nnc(CN2CCOCC2)n1-c1ccccc1)Nc1ccc(Cl)cc1	6	0.034	1	-2	-16	-8	-2	-3	5
O=C(NCCSc1ccccc1)c1cccnc1	-26	0.35	1.6	3	-20	-7	3	x	-6
Cc1nc(NC(=O)COc2ccccc2)sc1C(=O)Nc1ccccc1	-11	-0.71	x	x	-12	4	0	x	5
CCN(Cc1ccccc1)C(=O)CC1Oc2ccccc2NC1=O (stereo unspecified)	-12	-0.026	1.1	-14	-21	-3	24	-2	7
COc1ccc(OC)c(NC(=O)CSc2nc(N)c(-c3ccccc3)c(=O)[nH]2)c1	-2	0.96	0.9	6	-11	-9	-2	6	4
COc1ccc(CSC(=N)N)cc1[N+](=O)[O-]	x	-0.97	1.3	9	0	-2	5	-3	8
CCCOc1ccccc1NC(=O)c1ccc(N)cc1	-25	0.67	1.2	-3	-17	3	16	1	-18
CC1(C)CC(=O)C2=C(C1)N=C1SCCC(=O)N1C2c1ccccc1 (stereo unspecified)	-13	0.72	1.1	0	-19	-7	11	6	12
COc1ccc(Cl)cc1NC(=O)C/C(C)=N/NC(=O)CC#N	-19	-0.32	x	x	-2	-6	0	x	-24
c1ccc2c(c1)OCC(c1nn3cnnc3s1)O2 (stereo unspecified)	x	-0.018	1.2	1	x	x	x	8	x
O=C(CCCc1ccccc1)N1CCN(c2ccc([N+](=O)[O-])cc2)CC1	-14	0.22	x	x	-26	10	-24	x	1
CCc1cc(C(c2cccc(OC)c2)N2CCOCC2)c(NC(=O)c2ccccc2)s1 (stereo unspecified)	28	1.2	x	x	-8	9	3	x	-5
Cc1cccc(C(=O)N2CCCN(C(=O)c3cccc(C)c3)CC2)c1	x	-0.35	1	-9	-1	2	15	-2	2
CCOc1ccc(C2N(c3cc(Cl)ccc3OC)C(=O)C3CCCN32)cc1OC (stereo unspecified)	21	-0.12	1.1	-2	-27	-10	19	9	2
Cc1c(Cl)c(C(=O)NNC(=S)Nc2ccccc2)nn1C	-10	x	x	x	-17	-3	7	x	2
O=S(=O)(Nc1ncnc2sc3c(c12)CCC3)c1ccc(Cl)s1	-30	-2.4*	1.1	-2	-3	2	8	-5	-1
CCn1c(COc2ccccc2C)nnc1SCC(=O)CC(=O)Nc1ccccc1OC	-31	3.1*	1.1	7	-17	3	19	5	4
Cc1ccsc1C(=O)OCC(=O)Nc1sccc1C(N)=O	22	1	1.6	-6	-12	-7	32	3	-12
COc1ccc(-n2cnnc2SCC(=O)N(C)C2CCS(=O)(=O)C2)cc1 (stereo unspecified)	-12	-1.9	1	-2	-16	-4	4	7	44
Cn1c(-c2ccc(C=O)s2)nc2ccccc21	-3	-0.018	1.6	12	-29	11	0	7	2
CC1(C)CC(NC(=O)CC2CCCCC2)CC(C)(C)N1	-11	-0.032	1.2	-9	-29	-8	-3	6	2
COc1ccc(OCc2nnc(SC(C)C(=O)Nc3nccs3)n2-c2ccccc2)cc1 (stereo unspecified)	-37	-0.74	1.1	3	-7	7	3	8	-1
